# MazF activator: activators of E. coli MazEF toxin-antitoxin RNase, primary screen, biochemical, fluorescence, uHTS | Endoribonuclease toxin MazF (Escherichia coli (strain K12)), P0AE70 | FAM/BHQ RNA-DNA oligo cleavage fluorescence, 5 h | 350,000 compounds, 0.32% hits | AID 504720, 2011 | activation, % at 20 µM; in the data active = activation above about 50%
# Target sequence (P0AE70 whole entry, looked up): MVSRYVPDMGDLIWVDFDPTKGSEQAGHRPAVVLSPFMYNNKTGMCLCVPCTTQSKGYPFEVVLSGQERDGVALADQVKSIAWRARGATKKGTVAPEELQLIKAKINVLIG
# BoNT F protease: BoNT/F light chain protease inhibitors, primary screen, biochemical, flow cytometry, MLPCN library. 360,000 compounds, 0.22% hits. Botulinum neurotoxin type F light chain protease (Clostridium botulinum). Multiplex microsphere protease cleavage assay. inhibition, % at 10 µM; in the data active = inhibition above about 35%, passing the limit was not always enough; inconclusive = no clear call, values can overlap the other calls; note: plate controls were buffer without enzyme for full effect and enzyme alone for no effect
# Rv3671c inh: Rv3671c serine protease inhibitors, primary screen, biochemical, fluorescence polarization, M. tuberculosis H37Rv | inhibition, % at 5.96 µM | AID 2606, 2010 | P9WHR9 | 320,000 compounds, 0.048% hits; in the data active = inhibition above about 38%;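 note: extracellular domain of Rv3671c used as enzyme; 0% = enzyme with DMSO and 100% = no enzyme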
# Target sequence (P9WHR9 whole entry, looked up, the tested form may be a part): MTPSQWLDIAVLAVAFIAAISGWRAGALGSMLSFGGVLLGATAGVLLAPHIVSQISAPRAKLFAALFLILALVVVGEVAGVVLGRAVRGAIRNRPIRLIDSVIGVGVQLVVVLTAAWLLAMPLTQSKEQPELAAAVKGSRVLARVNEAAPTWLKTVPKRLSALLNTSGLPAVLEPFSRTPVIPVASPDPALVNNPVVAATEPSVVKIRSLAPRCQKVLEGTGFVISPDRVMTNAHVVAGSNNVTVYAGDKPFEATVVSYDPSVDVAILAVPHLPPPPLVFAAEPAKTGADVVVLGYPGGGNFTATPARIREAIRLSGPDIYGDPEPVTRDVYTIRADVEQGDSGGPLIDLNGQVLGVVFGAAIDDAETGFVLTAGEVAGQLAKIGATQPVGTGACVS
# UGM FP inh: M. tuberculosis UGM enzyme inhibitors, primary screen, biochemical, fluorescence polarization, single point. 320,000 compounds, 0.06% hits. UDP-galactopyranose mutase (Mycobacterium tuberculosis (strain ATCC 25618 / H37Rv)), …. inhibition, % at 10 µM. purified UGM, fluorescence polarization probe displacement; in the data active = inhibition above about 10%, passing the limit was not always enough; inconclusive = no clear call, values can overlap the other calls
# Mtb FBA inh: Mtb FBA enzyme inhibitors, primary screen, biochemical, fluorescence, strain H37Rv. inhibition, % at 1 µM. purified M. tuberculosis FBA, fluorescence read-out. Fructose-bisphosphate aldolase (Mycobacterium tuberculosis (strain ATCC 25618 / H37Rv)), …. 360,000 compounds, 2.3% hits; in the data active = inhibition above about 27%;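 note: 0% = vehicle and 100% = reference inhibitor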
# Target sequence (P9WQA3 whole entry, looked up): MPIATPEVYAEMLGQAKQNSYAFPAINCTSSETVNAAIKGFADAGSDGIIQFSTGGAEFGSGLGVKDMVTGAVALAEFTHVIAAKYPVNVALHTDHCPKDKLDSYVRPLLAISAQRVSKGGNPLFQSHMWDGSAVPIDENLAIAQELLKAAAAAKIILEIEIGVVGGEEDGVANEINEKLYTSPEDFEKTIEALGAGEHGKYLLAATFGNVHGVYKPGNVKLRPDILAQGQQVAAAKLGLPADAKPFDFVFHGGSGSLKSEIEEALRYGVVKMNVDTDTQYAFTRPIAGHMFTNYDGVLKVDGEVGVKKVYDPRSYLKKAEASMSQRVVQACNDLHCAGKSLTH
# FadD28 FP inh: inhibitors of FadD28 bisubstrate probe binding, primary screen, biochemical, fluorescence polarization, single point. inhibition, % at 12.5 µM. 360,000 compounds, 0.22% hits; in the data active = inhibition above about 8.5%, passing the limit was not always enough; inconclusive = no clear call, values can overlap the other calls
# BioA inh: M. tuberculosis BioA enzyme inhibitors, primary screen, biochemical, plate reader, single point, HTS | 7,8-diaminopelargonic acid synthase BioA (Mycobacterium tuberculosis) | purified M. tuberculosis BioA enzyme | inhibition, % at 9.99 µM | 360,000 compounds, 0.096% hits | AID 602481, 2012; in the data active = inhibition above about 40%; inconclusive = no clear call, values can overlap the other calls
# GDH-TPI counter: GDH-TPI coupling enzyme inhibitors, primary screen, artefact control for M. tuberculosis FBA inhibitor project, biochemical, absorbance, full deck; inhibition, % at 4.8 µM; 360,000 compounds, 1.2% hits; GDH-TPI coupled enzyme counterscreen, NADH absorbance;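 note: 0% = DMSO wells and 100% = wells lacking the enzyme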
# DUSP3 inh: VHR1 phosphatase inhibitors, primary screen, biochemical, absorbance, uHTS. Dual specificity protein phosphatase 3 (Homo sapiens), P51452. recombinant VHR phosphatase, pNPP absorbance. inhibition, % at 13.3 µM. 290,000 compounds, 0.52% hits; in the data active = inhibition above about 50%; note: some compounds called inactive have numbers as strong as hits
# Target sequence (P51452 whole entry, looked up): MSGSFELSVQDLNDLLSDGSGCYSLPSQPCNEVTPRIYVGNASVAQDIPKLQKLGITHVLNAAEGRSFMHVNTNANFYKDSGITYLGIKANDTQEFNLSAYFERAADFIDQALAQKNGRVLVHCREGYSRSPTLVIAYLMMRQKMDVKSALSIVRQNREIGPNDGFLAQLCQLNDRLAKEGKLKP
# CCHF vOTU inh: CCHFV vOTU protease inhibitors, primary screen, biochemical, Pep-AMC substrate, fluorescence | inhibition, % at 11.5 µM | AID 651958, 2012 | 370,000 compounds, 0.55% hits; note: 0% = vehicle wells with enzyme and 100% = no enzyme wells
# Active calls of the source: *; ? = inconclusive; · = no result given; & = joins results of further samples. Cut-off read from the data, not from the text of the source, unless noted: active = inhibition above about 30%; inactive = the rest. The order is random; about 4.9% have a hit in one of these screens.
SMILES,MazF activator,BoNT F protease,Rv3671c inh,UGM FP inh,Mtb FBA inh,FadD28 FP inh,BioA inh,GDH-TPI counter,DUSP3 inh,CCHF vOTU inh
Cc1ccc(C(=O)N2CCN3C(=O)c4ccccc4C23c2ccc(Cl)cc2)cc1 (configuration not stated),-2,-6,-3,-3.3,4,-2.2,·,-2,14,5
Nc1c(NC(=O)CC[n+]2ccccc2)cccc1[N+](=O)[O-],-7,-4,-3,0.0,-6,-3.2,·,3,-7,-21
CC(C)N1CCc2c(sc(NC(=O)c3cc4cc([N+](=O)[O-])ccc4s3)c2C(N)=O)C1,20,2,·,·,-2,14*,0.0,-2,2,9
C[C@H](CO)N1C[C@H](C)[C@@H](CN(C)Cc2ccncc2)Oc2c(NS(=O)(=O)c3cccs3)cccc2C1=O,5,4,0,1.2,-2,-1.8,-0.4&-0.1,6,·,-1
COc1ccc(NC(=O)C2CCCCN2S(=O)(=O)c2ccc(F)cc2)cc1 (configuration not stated),0,-4,6,-3.8,2,-3.5,0.8,10,-15,-1
CCOC(=O)c1c(N)sc(C(=O)N(C)C)c1CN1CCOCC1,-2,1,1,2.0,-6,-1.9,-1.0,-12,2,-3
CCNC(=O)CC1SC(=Nc2ccccc2C)N(C)C1=O (configuration not stated),-7,4,1,0.4,3,-2.8,-2.5,-5,18,4
O=C(Nc1ccccc1)c1snc2c(=O)[nH]cnc12,8,1,-10,0.3,0,-1.8,·,11,26,4
Cc1ccccc1CCNCc1ccc(Br)cc1,-3,-11,-10,-2.3,8,-0.4,-0.5,1,-6,6
COc1ccccc1CNC(=O)C(C)n1nc(C)n2c(cc3occc32)c1=O (configuration not stated),10,7,10,2.4,2,-3.1,11,-7,10,11
COc1ccc(N(C(=O)c2csnn2)C(C(=O)NC2CCCC2)c2ccccc2)cc1 (configuration not stated),0,-32,-5,-0.3,2,0.8,0.8,4,28,-6
CCOC(=O)/C(=C/c1ccc(OC)cc1)NC(=O)c1ccco1,1,-10,3,0.2,1,-0.7,·,11,-4,13
O=C(O)CSC1CC(=O)N(c2ccc(F)cc2)C1=O (configuration not stated),6,-6,·,·,-3,0.7,-1.2,6,·,3
COc1ccc(N2CC(C(=O)Nc3nnc(SCc4ccccn4)s3)CC2=O)cc1 (configuration not stated),1,-2,-15,2.6,2,0.1,1.9,1,3,-18
COc1ccccc1N1CCN(C(=O)C(OC(C)=O)c2ccccc2)CC1 (configuration not stated),-16,-4,-3,0.2,0,-3.8,3.8,4,19,-16
CCOC(=O)CSc1ccc(-c2nc3ccccc3[nH]2)cn1,5,15,5,0.5,13,-5.1,4.4,29,15,16
CCN(CC)C(=O)Oc1ccc2c(=O)c(-c3ccc(OC)cc3)coc2c1,-6,-5,-4,1.1,-4,-4.6,1.3,6,15,0
COc1ccc2oc(C(=O)OCC(=O)N3CCCC3=O)c(C)c2c1,4,·,1,3.6,45*,-2.4,-0.1,2,·,-23
Cn1c(SCC(=O)N2c3ccccc3Sc3ccccc32)nc2ccccc21,-3,-1,-4,-1.9,-2,-5.2,·,0,5,-7
Cc1cccc(-c2noc(CCc3ccccc3)n2)c1,-2,-25,5,1.9,1,-3.8,0.7,-16,21,12
NC(=O)CC(NC(=O)c1cccc(Br)c1)c1ccc(NC2CCN(Cc3ccccc3)CC2)c([N+](=O)[O-])c1 (configuration not stated),0,-7,-10,3.1,1,-1.1,4.2,4,9,8
COc1ccc(/C=C/C(=O)N(CC(C)C)CC(C)C)cc1Br,-5,3,-9,-1.3,-4,-2.5,-0.6,3,3,3
Cc1cc(-c2ccccc2C(=O)NCc2ccccc2)on1,-4,-13,2,-0.6,0,-2.5,0.1,6,16,9
Cc1cc(C)c(C)c(C(O)(C(=O)O)c2ccccc2)c1 (configuration not stated),-4,0,·,·,-2,-1.7,·,6,·,-2
CCCCn1c(N)c(N(CC)C(=O)CCNC(=O)NC23CC4CC(CC(C4)C2)C3)c(=O)[nH]c1=O,-1,-2,-6,-8.1,5,-1.0,-0.8,3,10,-2
COc1cccc(NC(=O)CN(C)C(=O)C23CC4CC(CC(Cl)(C4)C2)C3)c1,3,-6,-10,3.6,1,-0.7,0.7,9,·,5
CCOC(=O)C(NC(=O)c1ccc(OC)cc1)(N1CCCC1=O)C(F)(F)F (configuration not stated),-2,-5,5,-0.4,-1,-3.2,·,19,-5,8
O=C(Cc1ccccc1)NNc1ccc2ccccc2c1,6,-1,-3,2.3,3,-0.5,·,2,15,-7
CSc1nnc(N2C(=O)C(O)=C(C(=O)c3ccc(C)o3)C2c2ccc(C)cc2)s1 (configuration not stated),254*,5,-3,3.0,1,-2.9,-2.5,11,10,13
O=C(OCc1nc2ccsc2c(=O)[nH]1)c1cc(Br)c(Br)s1,-4,5,-1,-2.2,2,-2.5,-0.6,3,·,-6
Fc1ccc(CSc2ncnc3scc(-c4ccccc4)c23)cc1,1,-8,-13,-0.1,-5,-1.8,-0.4,9,-2,13
Cc1csc(NC(=O)c2cncc(Br)c2)n1,2,-1,-1,1.5,-2,-2.5,·,3,-7,8
CCCCC(O)(CCCC)C(=O)N/N=C(\C)c1ccc(Cl)cc1,2,?,9,0.2,7,0.0,5.5,5,5,-5
O=C(CCCC(=O)c1ccccc1)Nc1ccc(O)cc1,-9,-9,10,-0.6,4,-1.2,1.6,6,3,-2
Cc1ccc(S(=O)(=O)N2CCN(C(=O)CCc3c[nH]c4ccccc34)CC2)cc1,-2,8,-5,-1.2,0,-1.8,-0.7,-10,·,-3
O=C(c1cccc(C(=O)N(c2ccccn2)C2CCCCC2)c1)N(c1ccccn1)C1CCCCC1,1,2,2,-0.4,3,1.2,-1.3,9,-2,-13
Cc1cc(C)n(CC(=O)n2c(C)c(C)c3ccccc32)n1,8,-18,-2,-1.1,1,1.1,-1.4,7,35,15
CCN(C(=O)c1coc(=O)c2ccccc12)c1cc(OC)ccc1OC,6,8,-5,5.8,-1,-0.8,-1.2,0,-14,6
COc1cc(/C=N/NC(=S)NCc2ccco2)cc(OC)c1OC,9,-2,-3,1.7,-7,-3.8,·,37*,8,8
COc1ccc(CNC(=O)CSc2nc3cccnc3s2)cc1,2,?,5,-5.0,2,-3.7,5.1,-4,22,-12
CCc1nn(CC(=O)NCCc2ccc(Cl)cc2)c(=O)c2cccn12,1,-1,-1,3.2,3,-2.5,-1.9,7,1,12
COc1ccc(C)cc1NC(=O)CN1C(=O)COc2ccc(S(=O)(=O)N3CCCCC3)cc21,4,-3,-8,-4.3,-4,0.1,-1.8,-2,-4,-4
O=C(O)/C=C\C(=O)NNC(=O)c1cc(-c2ccccc2)n[nH]1,6,1,1,0.6,0,-11,0.7,-7,8,0
Cc1cc2ccccc2c(=O)n1CC(=O)Nc1ccc2c(c1)OCO2,-1,2,-5,-3.6,2,-3.9,-1.4,2,13,-1
COc1ccc(NC(=O)Cc2nnc(SCC(=O)NC3CCCC3)n2C)cc1,3,3,4,-0.3,5,0.9,0.3,-2,64,8
COc1cccc(OCc2nc(-c3ccc(Br)o3)no2)c1,4,-1,-11,2.7,2,1.3,-0.9,3,12,11
Cn1c(Cl)c(C(=O)Nc2ccccc2)c2ccccc21,6,-6,0,-1.2,0,0.8,-0.5,11,14,7
CN(CC(=O)Nc1cccc(F)c1)C(=O)c1ccccc1OCC(=O)Nc1cccc(C(F)(F)F)c1,1,4,-7,1.4,-2,0.8,·,6,·,9
CCOC(=O)C1=C(COC(=O)c2ccc3ccccc3c2O)NC(=O)NC1C (configuration not stated),-398,-2,-16,2.4,11,-2.1,-5.7,14,·,36*
CC(C)OCCCNC(=O)C(=O)NCCCOC(C)C,2,-6,0,0.3,-2,-2.1,-0.2,1,10,10
COC(=O)[C@H](Cc1ccccc1)NC(=O)N1CC(C)OC(C)C1 (some centres not stated),5,7,1,-2.6,3,-0.1,1.3,-4,22,10
CC(N)c1csc(Nc2cc(Oc3ccccc3)ncn2)n1 (configuration not stated),·,4,·,·,-2,-1.4,1.1,6,·,-6
Cc1cc(NC(=O)CSc2nc3sc4c(c3c(=O)n2C)CCCC4)no1,-20,-4,1,1.4,0,-0.3,-1.4,10,14,-4
O=C(NC1=NCCS1)c1ccccc1OCc1ccc(F)cc1,9,-7,5,-1.5,2,-0.3,·,-4,19,-10
Cc1nc2ccccc2c(=O)n1-c1ccc(Cl)cc1[N+](=O)[O-],-1,-3,-2,0.6,-3,-3.9,·,-3,-3,-1
CCOC(=O)C1=C(C)NC(=S)NC1c1ccc(OCC(=O)N2CCCCC2)cc1 (configuration not stated),4,1,-3,3.6,-1,·,0.3,3,14,13
CCCCCC/C=C/c1ccc(OC)c([C@H]2[C@H]3C=CC[C@@H](C)[C@@H]3C(=O)N2Cc2ccccc2)c1,5,1,-2,0.7,2,-1.6,0.9,6,-8,-4
O=C(NCCN1C(=O)CSC1=O)c1ccccc1,14,-4,-5,-3.2,0,-1.4,-3.7,2,20,-6
Cc1nnc2c(NCCc3ccccc3)nc3ccccc3n12,7,5,7,0.6,1,-0.8,1.1,-3,·,6
CC(=Nc1ccccc1)Nc1ccccc1,12,9,5,0.6,2,-1.8,-2.3,3,-1,9
# (more compounds)
SMILES,MazF activator,BoNT F protease,Rv3671c inh,UGM FP inh,Mtb FBA inh,FadD28 FP inh,BioA inh,GDH-TPI counter,DUSP3 inh,CCHF vOTU inh
c1ccc(-c2nnc(Cn3c4ccccc4c4nc5ccccc5nc43)o2)cc1,-10,-2,·,·,1,-5.0,-2.7,-10,·,1
O=C(NNC(=O)C1CC1c1ccccc1)c1ccccc1[N+](=O)[O-] (configuration not stated),12,1,7,1.7,-3,-1.6,0.0,8,3,-1
Cc1ccc(NC(=S)NNc2ccc([N+](=O)[O-])cc2S(=O)(=O)Nc2ccccc2C(=O)O)cc1C,0,-1,15,5.6,-3,0.8,3.1,21,2,21
Cc1ccsc1/C=C(\C#N)C(=O)NC1CCS(=O)(=O)C1 (configuration not stated),0,-3,0,2.1,1,0.8,·,15,-4,17
COc1ccccc1Nc1nc(N)nc(CSC(=S)N2CCN(c3ccccc3)CC2)n1,0,1,-2,3.3,-2,-1.6,·,13,5,12
O=C(NCC1(c2ccccc2)CCCC1)C(=O)NCC1(c2ccccc2)CCCC1,-5,-6,·,·,2,0.1,·,10,22,-2

# Reformatted with values under each structure: part of the list above.
# Values run as follows: MazF activator, BoNT F protease, Rv3671c inh, UGM FP inh, Mtb FBA inh, FadD28 FP inh, BioA inh, GDH-TPI counter, DUSP3 inh, CCHF vOTU inh
- O=C(NNC(=O)C1CC1c1ccccc1)c1ccccc1[N+](=O)[O-] (configuration not stated)
 : 12, 1, 7, 1.7, -3, -1.6, 0.0, 8, 3, -1
- Cc1ccc(NC(=S)NNc2ccc([N+](=O)[O-])cc2S(=O)(=O)Nc2ccccc2C(=O)O)cc1C
 : 0, -1, 15, 5.6, -3, 0.8, 3.1, 21, 2, 21
- COc1ccccc1Nc1nc(N)nc(CSC(=S)N2CCN(c3ccccc3)CC2)n1
 : 0, 1, -2, 3.3, -2, -1.6, ·, 13, 5, 12
- Cc1ccsc1/C=C(\C#N)C(=O)NC1CCS(=O)(=O)C1 (configuration not stated)
 : 0, -3, 0, 2.1, 1, 0.8, ·, 15, -4, 17
- O=C(NCC1(c2ccccc2)CCCC1)C(=O)NCC1(c2ccccc2)CCCC1
 : -5, -6, ·, ·, 2, 0.1, ·, 10, 22, -2

# Screens from PubChem.
